From PubChem BioAssay
HT1080NT lethal: kills 2HG-producing HT-1080-NT fibrosarcoma cells | HT-1080-NT fibrosarcoma viability, CellTiter-Glo ATP luminescence, 48 h | Potency, µM (titrated, usually from 46.1 µM), for inactives: top-dose activity, negative = less viability, hits mostly cytotoxic | 360,000 compounds, 1.6% hits | AID 686970;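 note: NT is the 2HG producing partner of a matched IDH1 knockdown line; potency is the fitted concentration of half-maximal effect; 0% = DMSO-treated cells and -100% = media-only wells without cells; nearly all actives have a fitted effect of over 55% in size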
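HT-1080-NT; 750 cells/well; 5% FBS RPMI; 48 h compound, 37 degrees C; CellTiter-Glo luminescence; curve fitting and curve-class assignment.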
HT1080 IDH1KD tx: toxicity to HT-1080 IDH1 knockdown cells (counter line); HT-1080 IDH1 knockdown viability, ATP luminescence, 48 h; Potency, µM (titrated, usually from 46.1 µM), without a hit: top-dose activity, negative = toxicity, usual class: cytotoxic; 360,000 compounds, 2% hits; AID 686971;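 note: potency is the fitted concentration of half-maximal effect; 0% = DMSO wells and -100% = cell-free medium wells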
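CellTiter-Glo luminescence after 48 h compound exposure at 37 degrees C of IDH1-knockdown HT-1080 cells in 5% FBS RPMI. %Activity scaled between DMSO wells and cell-free media wells, with curves fitted and assigned curve classes.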
GLP-1R agonist: agonists of human GLP-1 receptor; P43220; HEK293 GLP-1R CRE-luciferase, luminescence, 4-6 h; cells express a hypersensitive GLP-1R form; Potency, µM (series often up to 45.6 µM), for inactives: top-dose activation, most hits filed as activators; 380,000 compounds, 0.007% hits; note: potency is the fitted concentration of half-maximal effect; % of control where 0% means no effect
Target sequence (P43220 whole entry, looked up): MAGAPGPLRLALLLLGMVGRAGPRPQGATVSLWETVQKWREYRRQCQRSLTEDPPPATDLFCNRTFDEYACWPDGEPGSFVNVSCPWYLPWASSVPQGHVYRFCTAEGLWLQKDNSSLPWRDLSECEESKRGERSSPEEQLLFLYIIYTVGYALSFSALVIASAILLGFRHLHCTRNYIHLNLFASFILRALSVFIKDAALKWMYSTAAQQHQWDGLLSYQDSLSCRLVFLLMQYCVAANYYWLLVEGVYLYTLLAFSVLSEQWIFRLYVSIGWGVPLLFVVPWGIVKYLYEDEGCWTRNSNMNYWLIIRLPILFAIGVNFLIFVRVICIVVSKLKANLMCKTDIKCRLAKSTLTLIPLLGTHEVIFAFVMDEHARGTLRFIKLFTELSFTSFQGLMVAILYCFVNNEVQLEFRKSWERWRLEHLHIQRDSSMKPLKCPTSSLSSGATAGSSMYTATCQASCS
DRD3 antagonist: antagonists of human D3 dopamine receptor. P35462. D3R cells, DiscoveRx beta-arrestin luminescence, antagonist mode; stronger effect = lower value. AID 652054. max response, negative = inhibition, %. 360,000 compounds, 2.5% hits; in the data active = max response below about -50%; inconclusive = no clear call, values can overlap the other calls; note: % is set by controls: 0 for no effect and ±100 for the full control effect; mostly tested at two doses, the higher about 12 µM
Target sequence (P35462 whole entry, looked up): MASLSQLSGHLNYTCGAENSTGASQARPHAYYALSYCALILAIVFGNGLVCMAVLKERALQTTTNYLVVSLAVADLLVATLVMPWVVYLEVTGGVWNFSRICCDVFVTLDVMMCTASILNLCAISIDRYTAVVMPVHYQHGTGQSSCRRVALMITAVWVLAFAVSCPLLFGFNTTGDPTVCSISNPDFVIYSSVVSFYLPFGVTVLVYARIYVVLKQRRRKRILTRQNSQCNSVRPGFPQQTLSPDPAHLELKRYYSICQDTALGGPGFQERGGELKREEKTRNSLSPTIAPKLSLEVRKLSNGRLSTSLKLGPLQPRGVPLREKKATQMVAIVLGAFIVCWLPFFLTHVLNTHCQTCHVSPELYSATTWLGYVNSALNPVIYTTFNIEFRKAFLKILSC
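Cells plated overnight at 1500 cells/well, then exposed to library compounds with dopamine controls for 90 minutes at 37 degrees C. DiscoveRx reagent added for 30–60 minutes at room temperature; luminescence read, quantitative HTS format.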
SW480 rereplic: induces DNA re-replication in SW480 colon adenocarcinoma cells. SW480 DNA re-replication, Hoechst DNA content imaging, 48 h. Potency, µM (titrated, usually from 46.1 µM), for inactives: top-dose re-replication activation, hits mostly activators. 340,000 compounds, 1.8% hits; note: potency is the fitted concentration of half-maximal effect; % of control where 0% means no effect; nearly all actives have a fitted effect of over 55% in size
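250 cells/well; 23 nL cpd via pin tool; 48 hr, 37 C, 5% CO2; Hoechst 40 min; imager read of total nuclear intensity, ex 405/em 500-530 nm.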
KB-V1 MDR tox: KB-V1 MDR subline cytotoxicity. 400,000 compounds, 3.4% hits. Potency, µM (top dose mostly 46.1 µM), without a hit: top-dose activity change, negative = cytotoxicity, actives largely listed as cytotoxic. KB-V1 MDR cells viability, CellTiter-Glo, 72 h; note: potency is the fitted concentration of half-maximal effect; % is set by controls: 0 for no effect and ±100 for the full control effect; nearly all actives have a fitted effect of over 60% in size
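Readout: CellTiter-Glo luminescence, 10 min after addition. Cells: KB-V1 MDR subline, 72 h at 37 degrees C with compound. Analysis: corrected, normalized data fitted to concentration-effect curves.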
KB-3-1 tox: kills parental KB-3-1 adenocarcinoma cells | 400,000 compounds, 1.4% hits | Potency, µM (highest dose often 46.1 µM), inactives show at the top dose activity change, negative = cytotoxic, hits mostly cytotoxic | KB-3-1 viability, CellTiter-Glo ATP luminescence, 72 h | AID 1347075; note: potency is the fitted concentration of half-maximal effect; % is set by controls: 0 for no effect and ±100 for the full control effect; nearly all actives have a fitted effect of over 60% in size
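Viability of parental KB-3-1 cells, measured by CellTiter-Glo luminescence, followed a 72 h incubation at 37 °C with pinned compounds in phenol-red-free DMEM containing 10% FBS.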
IL-1B inflam inh: blocks inflammasome-driven IL-1 beta release | AID 743279 | activity change, % at 57.5 µM | THP-1 LPS/ATP IL-1B secretion, AlphaLISA, 16 h; stronger effect = lower value | 360,000 compounds, 4.7% hits; in the data active = activity change below about -50%; inconclusive = mostly about -30% to -49%; note: % is set by controls: 0 for no effect and ±100 for the full control effect
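Secreted IL-1B measured by AlphaLISA bead assay after 16 h compound exposure of THP-1 cells; compounds (final up to 57.5 uM) added 1 h before LPS (250 ng/mL) and ATP (1.25 mM) stimulation; lower signal means less secretion.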
D3 ag: D3 dopamine receptor (human) agonism | AID 652048 | P35462 | D3R DiscoveRx beta-arrestin cells, luminescence, 90 min | max activation, % | 410,000 compounds, 0.58% hits; in the data active = max activation above about 30%; note: 0% is about no effect; mostly tested at two doses, the higher about 12 µM
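Agonist mode: compounds and dopamine controls were applied to plated cells for 90 min at 37 degrees C after an overnight attachment at 1500 cells/well. Luminescent read-out followed 30 - 60 minutes at room temperature with DiscoveRx detection reagent.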
The depositor's hits bear a star; ? = inconclusive; nt = no result given; & = joins results of further samples; [ ] = remark or other dose. Unless noted, calls come from the whole dose curve; as a rule, active = well fitted curve in the direction sought with a large enough effect; inconclusive = small, poorly fitted or top-dose-only effect, or another doubt; inactive = no such curve, though single readings can be large; an effect the other way counts as inactive or inconclusive.

SMILES | HT1080NT lethal | HT1080 IDH1KD tx | GLP-1R agonist | DRD3 antagonist | SW480 rereplic | KB-V1 MDR tox | KB-3-1 tox | IL-1B inflam inh | D3 ag
COc1ccc(NC(=O)C2(C)Cc3c(-c4cccc(C(F)(F)F)c4)ccnc3O2)cc1OC (stereo not given) | 20.6µM* | 14.6µM* | -0.8% | -9.1 | nt | -44.5% | ? | 6.5 | -7.8
COc1ccc(C(=O)CSc2nc(C(C)(C)C)nc3ccccc23)cc1 | -22.8% | -15.0% | 12.5% | 63.5 | 1.9% | -26.7% | -10.5% | 4.0 | 7.4
COc1ccc(C(C)=O)cc1CSc1nnnn1-c1ccc(O)cc1 | 19.4% | 0.2% | 26.8% | 7.1 | -16.1% | ? | -8.6% | -2.6 | 7.0
CCOC(=O)C1CCN(C(=O)CSCc2nc(-c3ccc(OCC)cc3)oc2C)CC1 | -9.7% | -18.6% | 8.3% | 20.8 | ? | -13.8% | -10.2% | -17.2 | 6.3
CCn1nc(C(=O)OCc2cccc(S(=O)(=O)N(C)C)c2)c2ccccc2c1=O | 6.1% | 2.0% | 27.2% | 26.3 | -10.4% | 8.6% | 8.6% | 25.2 | 10.8
Cc1ccc(N2C(=O)CSC23C(=O)N(CC(=O)NC2CCCCC2)c2ccccc23)cc1 (stereo not given) | nt | nt | 4.8% | nt | nt | 18.4µM* | -4.2% | nt | -3.1
Cc1ccccc1OCC(=O)NC(=S)Nc1ccc(S(=O)(=O)NC2CCCCC2)cc1 | ? | 1.3%[9.24 µM] | -18.3% | -2.7 | -7.1% | -23.6% | -5.1% | -5.2 | 4.4
Cc1nc(C)c(CCNC(=O)c2ccc(C(F)(F)F)cc2)s1 | 9.1% | 16.7% | 0.3% | 21.6 | -4.4% | 0.0% | ? | 10.8 | 9.6
CC(=O)Nc1ccc(S(=O)(=O)NCCC(=O)N2CCN(c3ccccc3Cl)CC2)cc1 | 1.1% | -0.6% | -1.6% | -10.8 | -0.8% | -3.1% | -4.4% | 15.5 | 0.7
O=C(NCc1cccnc1)c1sc2ccccc2c1Cl | 0.0% | 0.9% | 16.7% | -23.2 | -3.5% | 11.4% | ? | -1.7 | -4.6
COc1cccc(OC)c1C(=O)Nc1cccnc1 | 9.8% | 12.4% | -0.4% | 0.4 | -39.6%[inhibitor] | -2.2% | -1.5% | 5.2 | 1.1
COc1ccccc1NC(=O)Cn1c(C)nc2c(sc(=S)n2Cc2ccco2)c1=O | -6.7% | -0.5% | 5.4% | 6.1 | 0.7% | -23.0% | -13.8% | 8.4 | 0.0
COc1ccc2cc(CN(CC3CCCO3)S(=O)(=O)c3ccc(C(C)=O)cc3)c(=O)[nH]c2c1 (stereo not given) | 0.1% | 19.3% | 0.6% | -24.2 | -7.2% | -4.3% | -3.1% | -0.6 | -17.3
COc1ccc(/C=N/NC(=O)c2cc(O)c(O)c(O)c2)cc1Cn1cc([N+](=O)[O-])cn1 | -2.6% | -10.1% | -0.1% | -14.5 | -21.7% | 0.0% | 0.3% | 33.7 | 4.5
Fc1ccc(C(Nc2ccccn2)c2c[nH]c3ccccc23)cc1 (stereo not given) | -19.9% | -6.4% | 14.1% | 10.0 | -7.8% | 12.6% | 1.3% | -21.6 | 0.4
CCN(CC)S(=O)(=O)c1cccc2nsnc12 | -1.1% | 3.5% | -1.9% | 8.5 | -5.3% | -17.5% | -3.1% | 8.9 | 0.6
CCOC(=O)CCc1ccc(NC(=O)/C=C/c2ccc([N+](=O)[O-])o2)cc1 | 8.2µM* | 2.91µM* | 4.6% | 1.2 | 7.31µM* | ? | ? | -80.5* | -16.6
Cc1cc(O)c2/c(=N\N)c(-c3csc(C)n3)coc2c1 | 6.9% | 9.1% | -0.3% | -8.5 | -5.5% | ? | 4.4% | 5.7 | 7.3
Cc1cccc(C(=O)Nc2cc(C)ccc2NC(=O)COc2ccccc2)c1 | -7.9% | -1.3% | 4.9% | -14.7 | 1.9% | -21.5% | -4.2% | -6.9 | -0.1
Cc1ccc(C(O)c2ncc(-c3ccccc3)[nH]2)c(C)c1 (stereo not given) | 2.9% | -8.1% | 3.9% | 16.7 | nt | 1.1% | 0.0% | -5.4 | 7.4
COc1ccc(-n2c(SCC(C)=O)nc3sc(C)c(C)c3c2=O)cc1 | -0.9% | -1.8% | 15.8% | 16.5 | -0.8% | 9.8% | -1.7% | -0.2 | 1.7
CC(=O)N[C@@H](Cc1c[nH]c2ccccc12)C(=O)OCc1ccc(C#N)cc1 | -10.8% | 0.0% | 13.9% | 5.3 | ? | -3.5% | 3.1% | 23.4 | 15.6
COc1ccc(/C=C/C(=O)Oc2ccc(/C=N/NC(=O)c3ccncc3)cc2)cc1 | -3.2% | -3.1% | 2.5% | -8.6 | 0.4% | -7.0% | -2.1% | -22.0 | -4.4
CCn1c(=O)cc(SCC(=O)Nc2cccnc2)c2ccccc21 | 3.4% | -27.8% | 11.7% | 24.8 | -13.7% | 4.2% | -0.4% | -9.6 | 15.4
CCCNC(=O)c1cc(-c2ccc(OC)cc2)n(CCCOC)c1C | 2.0% | 7.6% | 5.2% | -7.8 | 3.3% | -36.4% | -2.3% | -4.2 | 2.7
CC1CCCN(CCCNC(=O)c2ccc3c(c2)N(Cc2ccc(F)cc2)C(=O)c2ccccc2S3=O)C1 (stereo not given) | ? | ? | -2.0% | -81.7* | 20.6µM* | -5.4% | 4.9% | -58.5* | -20.1
CCc1cc(=O)oc2c3c(cc(OCC(=O)NCCCCCC(=O)O)c12)OC(C)(C)CC3 | 1.4% | -1.9% | 5.9% | 2.4 | 3.3% | -2.3% | 11.5% | 11.0 | 6.3
COc1ccc(Cl)cc1C(=O)NNC(=O)COC(=O)CC(NC(C)=O)c1ccccc1 (stereo not given) | -0.8% | 7.8% | -10.1% | 5.0 | -54.2%[inhibitor] | 2.0% | 1.1% | -0.1 | -2.0
CCOc1cc(C(=O)Nc2cnccn2)cc(OCC)c1OCC | ? | 10µM* | -6.6% | 19.4 | ? | ? | 12.8% | 0.0 | 11.9
COc1ccc(Cl)cc1NC(=O)CS(=O)(=O)c1cccc2nsnc12 | -0.7% | -8.5% | 1.3% | -12.2 | -4.2% | ? | -3.5% | 0.2 | 1.0
COc1ccc(C(=O)Nn2cnc3ccccc3c2=O)cc1[N+](=O)[O-] | 9.1% | 9.0% | -1.4% | -17.1 | -33.6% | 16.0% | 0.5% | 3.6 | -5.9
O=C(COc1ccc2c(-c3ccccc3)cc(=O)oc2c1)NCCCn1ccnc1 | -5.4% | 1.2% | 13.5% | ? | -8.7% | 15.2% | -1.9% | -15.4 | -39.0
O=C(Nc1ccc(Cl)cc1)N1CC=CCC1 | 3.9% | 1.2% | -2.0% | 0.3 | -4.5% | 16.0% | 0.9% | -1.6 | 5.6
CC(C)c1csc2nc3n(c(=O)c12)CCCCC3 | -5.1% | -14.8% | 4.3% | 10.2 | -10.7% | 0.0% | -5.0% | 26.4 | 8.8
Cc1ccc(S(=O)(=O)Nc2ccc(NC(=O)/C=C/C(=O)O)cc2)cc1 | 0.2% | 17.1% | 6.1% | 3.7 | -6.9% | 12.4% | 10.8% | 10.9 | 5.1
COc1ccc(Br)cc1/C=N/NC(=O)c1ccc2nc[nH]c2c1 | -0.2% | -7.1% | 8.5% | -23.6 | -15.6% | 0.0% | -2.1% | -28.9 | -5.8
CC(=O)OCC1=C(C(=O)O)N2C(=O)[C@@H](NC(=O)Cc3ccccc3)[C@H]2SC1 | -10.8% | 7.3% | -5.7% | -11.3 | -5.5% | 2.6% | 14.8% | -19.3 | 2.0&3.8
COc1ccc(C(=O)Nc2nnc(Cc3ccc(OC)c(OC)c3)s2)c(OC)c1 | -0.2% | 0.3% | 30.0% | 15.0 | -2.7% | ? | -1.8% | -3.4 | 1.9
O=C1SCCC1NS(=O)(=O)c1ccc([N+](=O)[O-])cc1 (stereo not given) | 0.0% | -1.8% | 5.5% | 6.5 | -7.2% | 13.3% | -10.0% | 5.5 | -7.5
O=C(Nc1ccc([N+](=O)[O-])cn1)C1CC2CCC1C2 (stereo not given) | -0.2% | 1.1% | 11.1% | 14.0 | -10.4% | -8.6% | -24.8% | 22.1 | 0.3

3 of these compounds, reformatted:
| Molecule | HT1080NT lethal | HT1080 IDH1KD tx | GLP-1R agonist | DRD3 antagonist | SW480 rereplic | KB-V1 MDR tox | KB-3-1 tox | IL-1B inflam inh | D3 ag |
| --- | --- | --- | --- | --- | --- | --- | --- | --- | --- |
| COc1ccc(C(=O)Nn2cnc3ccccc3c2=O)cc1[N+](=O)[O-] | 9.1% | 9.0% | -1.4% | -17.1 | -33.6% | 16.0% | 0.5% | 3.6 | -5.9 |
| O=C(COc1ccc2c(-c3ccccc3)cc(=O)oc2c1)NCCCn1ccnc1 | -5.4% | 1.2% | 13.5% | ? | -8.7% | 15.2% | -1.9% | -15.4 | -39.0 |
| O=C(Nc1ccc(Cl)cc1)N1CC=CCC1 | 3.9% | 1.2% | -2.0% | 0.3 | -4.5% | 16.0% | 0.9% | -1.6 | 5.6 |

Following part:
SMILES | HT1080NT lethal | HT1080 IDH1KD tx | GLP-1R agonist | DRD3 antagonist | SW480 rereplic | KB-V1 MDR tox | KB-3-1 tox | IL-1B inflam inh | D3 ag
O=C(c1cccnc1)N1CCN(Cc2ccccc2Br)CC1 | 0.5% | 0.3% | 5.9% | -60.2* | -0.4% | 0.0% | -3.8% | 2.7 | -14.3
OC(CCN1CCCCC1)(c1ccccc1)c1ccccc1 | 3.2% | 6.3% | 14.6%&-1.5% | -10.0 | -10.3%&2.7%&-4.1% | -21.2% | 0.0% | 2.6 | -34.6&0.1
Cc1ccc(NC(=S)NCC(C)CSc2ccc(Cl)cc2)cc1 (stereo not given) | 2.5% | 1.3% | 11.1% | 1.1 | ? | 2.4% | 10.9% | -19.7 | 0.6
CC(=O)c1ccc(S(=O)(=O)N(C)CC(=O)Nc2ccc(C)cc2)cc1 | 2.4% | 0.5% | -6.9% | 20.5 | 10.5% | -1.9% | 0.7% | 0.0 | -6.1
